Screening results: PubChem, Sanford-Burnham Center for Chemical Genomics
MT1-MMP txn act: activates MT1-MMP transcription | HT1080 MT1-MMP promoter luciferase reporter, luminescence, overnight; hits give high values | activation factor at 10 µM | actives 0.16% (n = 86,000);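 active = activation factor of at least 2 for MT1-MMP transcription at 10 µM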
Numbers without * were called inactive. An excerpt; the hit share may differ from the screen's.

no.	structure	MT1-MMP txn act
1	CC1(C)O[C@@H]2C[C@H]3[C@@H]4C[C@H](F)C5=CC(=O)C=C[C@]5(C)[C@@]4(F)[C@@H](O)C[C@]3(C)[C@]2(C(=O)CO)O1	1.1
2	CCCCN(CCCC)CCCOC(=O)c1ccc(N)cc1	1.1
3	CCCC(=O)O[C@]1(C(=O)CCl)[C@@H](C)C[C@H]2[C@@H]3CCC4=CC(=O)C=C[C@]4(C)[C@@]3(F)C(=O)C[C@@]21C	1.3
4	CCCOc1ccc2nc(NC(=O)OC)[nH]c2c1	0.6
5	CCN(CCCCOC(=O)c1ccc(OC)c(OC)c1)C(C)Cc1ccc(OC)cc1 (stereo not given)	1.1
6	N=c1nc(N2CCCCC2)cc(N)n1O	1.2
7	COc1cc(C2Oc3cc(C4Oc5cc(O)cc(O)c5C(=O)C4O)ccc3OC2CO)ccc1O (stereo not given)	1.1
8	CCCCCCCCCCCCCCCC(O)C(N)CO (stereo not given)	0.6
9	CCCC(=O)O[C@]1(C(=O)COC(C)=O)CC[C@H]2[C@@H]3C[C@H](F)C4=CC(=O)C=C[C@]4(C)[C@@]3(F)[C@@H](O)C[C@@]21C	1.2

Part of the list above in order of number of heavy atoms, high to low.
no.	structure	MT1-MMP txn act
3	CCCC(=O)O[C@]1(C(=O)CCl)[C@@H](C)C[C@H]2[C@@H]3CCC4=CC(=O)C=C[C@]4(C)[C@@]3(F)C(=O)C[C@@]21C	1.3
5	CCN(CCCCOC(=O)c1ccc(OC)c(OC)c1)C(C)Cc1ccc(OC)cc1 (stereo not given)	1.1
2	CCCCN(CCCC)CCCOC(=O)c1ccc(N)cc1	1.1
4	CCCOc1ccc2nc(NC(=O)OC)[nH]c2c1	0.6
